# Assay outcomes (PubChem BioAssay)
# OXTR agonist: human OXTR agonism | P30559 | activation, % at 3 µM | CHO-OTR cells, Fluo-8 calcium fluorescence; normalized: DMSO 0%, oxytocin 100% | 0.32% of 320,000 active;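 active = activation above the mean of all tested compounds plus 3 SD, cutoff set per screening run, cut at about 20% in these data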;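 note: peak over basal fluorescence ratio from a 100 s FLIPR kinetic read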
# PHOSPHO1 inh: blocks human PHOSPHO1 phosphatase activity; recombinant PHOSPHO1, absorbance phosphatase assay; inhibition, % at 13.3 µM; 1.1% of 290,000 active; in the data active = inhibition above about 60%
# Target sequence (Q8TCT1 whole entry, looked up): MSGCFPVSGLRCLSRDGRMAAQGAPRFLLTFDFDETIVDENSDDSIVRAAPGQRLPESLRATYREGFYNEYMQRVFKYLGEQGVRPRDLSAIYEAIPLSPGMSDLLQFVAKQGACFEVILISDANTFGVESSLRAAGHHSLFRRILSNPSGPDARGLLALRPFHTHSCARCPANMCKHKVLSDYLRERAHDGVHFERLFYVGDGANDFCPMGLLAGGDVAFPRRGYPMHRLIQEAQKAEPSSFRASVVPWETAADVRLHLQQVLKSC
# NALP1 inh: blocks the NALP1 inflammasome reconstituted in yeast; S. cerevisiae NALP1/ASC/caspase-1 growth, X-gal OD620, 72 h; inhibition, % at 10 µM; 0.61% of 280,000 active; in the data active = inhibition mostly above about 24%, no sharp cut-off; inactive = mostly below about 32%; note: some compounds called inactive have numbers as strong as hits
# MEKK2 mut-MEK5: signal of MEK5 binding to mutant human MEKK2 PB1 domain; AID 1530; 0.35% of 290,000 active; bead flow cytometry, Alexa488-MEK5 binding to MEKK2 mutant; percent response, % at 10 µM; in the data active = percent response above about 24%, passing the limit was not always enough; note: inactives centre near 1; some results filed as inactive read as strong as hits; reference of the scale not given here
# GPR7 antagonist: human neuropeptides B/W receptor 1 antagonism | P48145 | GPR7-expressing cells, fluorescence antagonist assay | 1.1% of 290,000 active | AID 1861 | inhibition, % at 4.4 µM; in the data active = inhibition above about 16%, passing the limit was not always enough;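 note: cells stimulated with the agonist NPW; 0% = agonist with vehicle and 100% = vehicle without agonist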
# Target sequence (P48145 whole entry, looked up): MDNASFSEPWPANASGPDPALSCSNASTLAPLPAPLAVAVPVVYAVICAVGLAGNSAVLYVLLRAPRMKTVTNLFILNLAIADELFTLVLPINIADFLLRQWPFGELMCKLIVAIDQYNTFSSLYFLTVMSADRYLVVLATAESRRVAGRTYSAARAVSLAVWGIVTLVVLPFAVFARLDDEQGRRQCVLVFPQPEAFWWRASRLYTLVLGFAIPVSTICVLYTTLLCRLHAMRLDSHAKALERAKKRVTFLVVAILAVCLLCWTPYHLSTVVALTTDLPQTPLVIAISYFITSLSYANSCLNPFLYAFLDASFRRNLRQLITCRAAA
# MEKK2 WT-MEK5: raises or lowers MEK5 binding to wildtype human MEKK2 PB1 domain | AID 1531 | bead flow cytometry, Alexa488-MEK5 binding to MEKK2 WT; actives lie on both sides | 1.1% of 290,000 active | Q9Y2U5 | binding response (% of control), % at 10 µM; in the data active = binding response below about 67% or above about 130%
# MEKK3 PB1 HTS: modulators (inhibitors or enhancers) of MEK5 binding to human MEKK3 PB1 domain | Q99759 | bead-based flow cytometry, Alexa488-MEK5 binding to MEKK3; actives lie on both sides; 0 = blocked by unlabeled MEK5, 100 = vehicle | binding response (% of control), % at 10 µM | 1.4% of 290,000 active | AID 1529;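 active = binding response more than 3 SD above or below the average of its plate-row segment, actives on both sides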;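 note: Alexa488 bead fluorescence after subtracting the streptavidin-only scavenger bead signal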
# GalR3 antag: antagonists of human GalR3 | HEK293 GalR3-CNG cAMP membrane potential fluorescence; galR3 body fused to GalR1 C-terminus | inhibition, % at 3 µM | 0.44% of 360,000 active;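 active = inhibition above the screen-wide average plus 3 SD, cut at about 13% in these data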;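 note: forskolin and galanin both at EC90 stimulate the cells; cAMP rise reported by CNG channel membrane potential dye signal; 0% = forskolin plus galanin with DMSO and 100% = forskolin alone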
# V1aR counter: activates human V1a receptor in oxytocin agonist counter-screen; P37288; CHO-V1R cells, Fluo-8 calcium fluorescence, agonist mode; 0% DMSO, 100% 3 nM vasopressin; activation, % at 3 µM; 0.25% of 320,000 active; AID 2797;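 active = activation above the mean activation of all tested compounds plus 3 SD, per screening run, cut at about 20% in these data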;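 note: signal is peak over basal fluorescence ratio across a 100 second FLIPR read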
# Target sequence (P37288 whole entry, looked up): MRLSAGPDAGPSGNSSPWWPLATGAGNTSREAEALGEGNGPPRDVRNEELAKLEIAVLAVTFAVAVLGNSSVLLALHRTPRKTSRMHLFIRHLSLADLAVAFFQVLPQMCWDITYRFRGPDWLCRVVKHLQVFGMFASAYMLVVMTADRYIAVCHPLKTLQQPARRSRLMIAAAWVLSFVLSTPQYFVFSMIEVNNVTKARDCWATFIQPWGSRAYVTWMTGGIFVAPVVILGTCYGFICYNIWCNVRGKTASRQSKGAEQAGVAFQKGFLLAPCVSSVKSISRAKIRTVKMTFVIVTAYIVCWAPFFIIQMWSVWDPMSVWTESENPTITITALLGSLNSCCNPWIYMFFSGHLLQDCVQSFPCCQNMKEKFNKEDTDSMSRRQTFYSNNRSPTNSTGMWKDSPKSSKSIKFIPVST
# The depositor's hits bear a star; . = no result given; [ ] = dose if it differs, or a comment.
SMILES,OXTR agonist,PHOSPHO1 inh,NALP1 inh,MEKK2 mut-MEK5,GPR7 antagonist,MEKK2 WT-MEK5,MEKK3 PB1 HTS,GalR3 antag,V1aR counter
Cc1cnc(C(=O)Nc2ccc(F)c(F)c2)cn1,1.3,-7,38,6,-4,104,102,6,2.6
COc1ccc(S(=O)(=O)N2CCCN(C)CC2)cc1,0.4,23,17,8,5,111,106,-8,1.3
Cc1sc2nc(CN(Cc3cccs3)C(=O)C3CC3)[nH]c(=O)c2c1C,1.6,25,20,1,-4,101,99,-3,2.8
CCCNC(=O)C1CC(=O)N(c2ccc(OCC(=O)Nc3cccc(C)c3C)cc2)C1 (configuration not stated),1.0,-18,24,3,-4,104,103,5,1.1
CC(C)(C)c1ccc(C(=O)N/N=C/c2cccc(Cl)c2)cc1,-0.4,33,27,8,-6,108,104,-7,-0.7
CC(=O)Nc1sc2c(c1C(c1cccc(Cl)c1)N1CCN(CCO)CC1)CCCC2 (configuration not stated),6.3,57,-9,10,10,117,101,-3,3.1
Cc1ncoc1C(=O)N1CCc2c([nH]c3ccccc23)C1C(C)(C)C (configuration not stated),-1.5,-16,-3,1,-18,101,102,-5,-1.1
Cc1ccc(C)c(N2CCN(CCCNC(=O)Cn3cccc3C(=O)c3ccccc3C)CC2)c1,12,-23,25,-2,28*,130,98,-9,3.3
Cn1c(CSc2nc3ccccc3s2)nc2ccccc21,-2.3,7,39,-3,0,91,92,-4,-1.2
COCCn1c(SCC(=O)Nc2ccc3c(c2)CCC3)nc2ccccc2c1=O,-0.1,-5,28,-2,-6,97,100,-3,0.0
O=C(/C=C/c1ccccc1)NNC(=O)c1cccc(Cl)c1,-0.5,4,-4,0,4,101,101,0,0.4
Cn1ncc(Cl)c1C(=O)NCc1ccc(Cl)cc1,4.7,-1,22,6,-9,100,98,-6,5.3
COc1cc(S(=O)(=O)N2CCCCC2)ccc1NC(=O)/C=C/c1ccccc1,-0.2,-9,21,5,-9,110,110,-6,1.0
CCC1CSC(=Nc2ccc(C)cc2)N1C(=O)CN1C(=O)NC2(CCCC2)C1=O (configuration not stated),-0.1,.,18,2,5,99,95,-4,1.2
CNCCCOc1ccc(Cl)cc1C(C)(C)C,18,30,-3,18,25*,125,104,-10,13
Cc1ccc(C(NC(=O)Nc2ccccn2)C(Cl)(Cl)Cl)cc1F (configuration not stated),-0.4,31,31,2,-10,101,100,-7,-0.2
CCNC(=O)c1ccc(CSc2ccc(Cl)cc2)cc1,-0.8,-5,37,-3,9,97,95,-2,2.6
CCN(c1cccc(C)c1)S(=O)(=O)c1c(C)[nH]c(=O)[nH]c1=O,0.1,8,18,2,-4,102,106,-10,1.5
Cc1cccn2c(=O)c(C=NCc3ccco3)c(Nc3ccc(SC(F)F)cc3)nc12,-0.5,-45,4,-1,-4,95,100,-3,0.7
Cc1ccn2cc(CNC(=O)c3ccc(Br)o3)nc2c1,-1.0,-9,-24,6,-12,101,99,.,-0.1
O=C1NN(c2ccc(F)cc2)C(=O)/C1=C\C=C\c1ccco1,-0.2,0,14,1,-3,101,97,-4,0.2
CCOc1ccc(C(=O)CN2CCN(S(=O)(=O)c3ccc(Br)cc3)CC2)cc1,-0.7,42,-1,19,14,108,96,-3,0.0
O=C(O)CSCC(=O)Nc1ccccn1,-0.3,13,.,-5,5,96,91,2,-2.2
CCNC(=O)c1c(C)nc2ccccn12,0.9,19,16,5,-3,106,103,-3,-0.3
c1ccc(-c2nn[nH]n2)nc1,0.1,22,.,-4,-14,98,94,-1,-0.2
CSc1nc2nc(C)cc(-c3ccccc3)n2n1,-2.0,7,11,6,-12,103,98,0,-0.3
O=C1CCC([N+](=O)[O-])C(c2ccc(Cl)cc2)N1 (configuration not stated),0.0,18,14,4,10,112,109,-4,0.1
COc1ccc2cc(C(=O)C3CCCN(Cc4cnc(C)s4)C3)ccc2c1 (configuration not stated),4.2,41,18,3,-8,104,93,-3,3.8
CCN1CCN(c2nc3ccccn3c(=O)c2C=O)CC1,0.2,36,2,3,0,103,102,-1,1.8
CCc1ccc(CNC(=O)C2CCN(S(=O)(=O)N3CCCC3)CC2)cc1,1.0,30,30,-1,-1,102,100,-9,0.6
CCCS(=O)(=O)c1c(S(=O)(=O)CCC)c2cc(-c3ccncc3)ccn2c1C(=O)OC,-1.8,10,2,-12,-5,92,96,-5,-0.2
CCn1ncc(CNC(=O)CCCSc2nc(-c3ccco3)cc(C(F)(F)F)n2)c1C,-0.6,-9,14,6,-13,109,107,-4,0.6
COc1ccc(CCNS(=O)(=O)c2cc(C(=O)O)c(Cl)cc2Cl)cc1,0.4,20,-4,-6,13,95,92,-5,1.2
CC(=O)c1cccc(NC(=O)N2CCCC2C(=O)Nc2cccc(C)c2C)c1 (configuration not stated),0.0,4,15,2,-9,99,96,-6,-0.3
COC(=O)c1cc(OC)c(OC)cc1NC(=O)Nc1ccc(OC)cc1OC,-1.8,7,12,6,-7,109,86,-4,-0.4
CCNC(=S)N1CCN(Cc2ccc3c(c2)OCO3)CC1,1.4,1,-5,-7,-10,95,102,-7,1.6
COc1ccc(NS(=O)(=O)c2ccc(OC)c(OC)c2)cc1OC,10.0,-6,8,4,13,111,109,-5,5.9
O=C1NCCN1Cc1ccc(Cl)cc1,0.7,-16,-19,-6,1,104,104,-3,1.4
CC(C)CC(NC(=O)c1ccccc1NC(=O)c1ccccc1)C(=O)O (configuration not stated),0.2,8,0,-4,-7,95,99,-5,-0.8
Cc1ccc([N+](=O)[O-])c(OCCN2C(=O)NC(C)(C)C2=O)c1,0.1,-8,9,-2,13,97,99,2,0.0
COc1ccc2c(c1)nc(SCC(O)c1ccccc1)n2C (configuration not stated),-2.2,-8,-5,-10,3,97,97,-3,-1.0
COc1ccc(C(=O)NC(=S)Nc2nc(-c3ccc(OC)c(Br)c3)cs2)cc1Br,-1.2,12,-4,1,-5,101,101,7,0.5
O=C(CNC(=O)c1ccc(Br)o1)NC1CCCCC1,0.5,29,3,4,-8,102,102,2,2.7
Cc1cccc(N2CCN(C(=O)N3CCCCC3)CC2)c1C,0.2,36,-1,-2,-5,103,95,-5,-0.5
COc1ccc(OC)c(NC(=O)CSc2nnc(Cn3c(=O)sc4ccccc43)n2C)c1,0.4,7,16,3,6,105,103,0,1.6

# Exported bar-delimited: entries from further up.
SMILES | OXTR agonist | PHOSPHO1 inh | NALP1 inh | MEKK2 mut-MEK5 | GPR7 antagonist | MEKK2 WT-MEK5 | MEKK3 PB1 HTS | GalR3 antag | V1aR counter
CCN(c1cccc(C)c1)S(=O)(=O)c1c(C)[nH]c(=O)[nH]c1=O | 0.1 | 8 | 18 | 2 | -4 | 102 | 106 | -10 | 1.5
CC(C)(C)c1ccc(C(=O)N/N=C/c2cccc(Cl)c2)cc1 | -0.4 | 33 | 27 | 8 | -6 | 108 | 104 | -7 | -0.7
COc1ccc(OC)c(NC(=O)CSc2nnc(Cn3c(=O)sc4ccccc43)n2C)c1 | 0.4 | 7 | 16 | 3 | 6 | 105 | 103 | 0 | 1.6
Cc1sc2nc(CN(Cc3cccs3)C(=O)C3CC3)[nH]c(=O)c2c1C | 1.6 | 25 | 20 | 1 | -4 | 101 | 99 | -3 | 2.8
CC(=O)c1cccc(NC(=O)N2CCCC2C(=O)Nc2cccc(C)c2C)c1 (configuration not stated) | 0.0 | 4 | 15 | 2 | -9 | 99 | 96 | -6 | -0.3
CCCNC(=O)C1CC(=O)N(c2ccc(OCC(=O)Nc3cccc(C)c3C)cc2)C1 (configuration not stated) | 1.0 | -18 | 24 | 3 | -4 | 104 | 103 | 5 | 1.1

# The list goes on.
SMILES,OXTR agonist,PHOSPHO1 inh,NALP1 inh,MEKK2 mut-MEK5,GPR7 antagonist,MEKK2 WT-MEK5,MEKK3 PB1 HTS,GalR3 antag,V1aR counter
CCCOc1ccc(C2C(C(=O)c3ccc(C)o3)=C(O)C(=O)N2CCN2CCOCC2)cc1OC (configuration not stated),0.9,27,19,-16,-1,0.0*[inhibitor],0.0*[inhibitor],-4,0.8
CCn1c(Cc2ccccc2)nnc1SCC(=O)Nc1ccc(N2CCOCC2)c(Cl)c1,-1.0,10,41,2,-3,106,105,3,1.0
Cc1ccc(S(=O)(=O)N[C@@H](Cc2ccccc2)C(=O)CCl)cc1,-1.4,11,50,6,-1,100,115,.,1.4
COc1cc(C)c(CN2CCC(n3nccc3NC(=O)C3CC3)CC2)cc1C,-1.0,33,7,14,-6,112,107,-3,0.5
S=C(NCc1ccc(Cl)cc1)N1CCN(c2ccccn2)CC1,-0.5,-20,9,6,7,102,103,-8,2.2
Cc1cccc(C(C)C)c1NC(=O)CN(C)Cc1cccc(F)c1,-0.5,-14,32,0,8,102,101,-6,1.7
O=C(N/N=C/c1c(O)ccc2ccccc12)c1ccc[n+](CCO)c1,0.2,24,16,-7,-1,99,103,-3,0.9
CCOC(=O)c1c(C)[nH]c(C(=O)COC(=O)CCS(=O)(=O)c2ccc(C)cc2)c1C,7.8,17,24,-1,-12,97,100,-4,8.6
O=C1C2C3c4ccccc4C(c4ccccc43)C2C(=O)N1c1ccncc1 (configuration not stated),.,26,10,3,-2,99,98,-4,.
COC(=O)C1(C)NC(c2ccc(OC)cc2)C2C(=O)N(c3ccccc3)C(=O)C21 (configuration not stated),-0.3,23,24,2,-1,99,101,-6,0.3
COc1cc(/C=N/NC(=O)Cc2csc(N3CCOCC3)n2)cc(OC)c1O,0.8,8,2,5,2,93,102,-4,-0.6
O=C(Nc1nnc(Cc2ccccc2)s1)c1ccco1,-0.1,5,0,0,-3,100,99,0,0.2
O=C(Nc1cccc(Br)c1)c1ccc(OC2CSC2)cc1,-2.8,-11,26,-1,-3,100,106,.,2.3
CCn1c(SCC(=O)N/N=C/c2ccc(C)s2)nc2ccccc21,-0.2,2,17,2,0,99,89,2,0.1
CC1(O)C(=O)c2ccccc2N(c2ccccc2)C1=O (configuration not stated),0.3,3,-4,-4,-3,98,94,4,0.2
S=c1[nH]nc(-c2ccc3ccccc3n2)n1-c1cc(Cl)cc(Cl)c1,-2.7,1,20,9,5,96,97,-3,0.2
CCc1ccc(S(=O)(=O)NCc2cn3ccccc3n2)s1,2.4,21,38*,0,-3,98,97,-5,5.3
Nc1nc(Nc2ccccc2)nc(NCc2ccccc2)c1[N+](=O)[O-],-0.8,16,26,-10,-32,89,90,-2,0.0
c1coc(Cn2nnnc2CN2CCN(C3CCCC3)CC2)c1,0.2,14,-14,.,-8,.,.,-4,0.8
COc1ccc(NC(=O)Nc2cc(C)cc(C)c2)cn1,1.7,32,.,3,-2,99,100,-3,0.7
CCCCn1nc2cc(C(=O)NCc3ccco3)ccc2c1OCC,-2.2,23,-9,2,-4,94,97,-4,-0.8
Nc1cc(=O)nc(SCC(=O)Nc2ccccc2Cl)n1-c1ccccc1,-0.5,32,5,-1,-1,97,99,-2,-0.3
COc1ccc(/C=N/NC(=O)c2sc3nc(C)cc(C)c3c2N)cc1,0.1,27,.,-1,-6,100,104,4,-1.3
Cc1ccc(C)c(C(=O)Nc2c(C(N)=O)oc3ccccc23)c1,-1.2,-7,2,-9,-1,96,98,-3,-0.6
CN(C)/C=N/c1nc2nccc(-c3ccccc3)n2n1,-0.4,24,14,-16,-9,56,47*[inhibitor],-4,-1.1
COc1cc(OC)nc(-n2ncc(OC)c(Br)c2=O)n1,-0.8,-18,28,-3,-2,98,93,-4,-0.7
CC(NC=O)c1nc2ccccc2n1CCc1ccccc1 (configuration not stated),0.7,14,15,8,-14,108,106,-1,0.1
Cc1cccc(C2C3=C(Nc4[nH]n(-c5ccccc5)c(=O)c42)c2ccccc2C3=O)c1 (configuration not stated),.,-29,26,-2,-5,89,97,-2,.
COc1cc(NC(=O)NC(C)(C(F)(F)F)C(F)(F)F)cc(OC)c1OC,-0.8,-4,13,0,5,96,99,-2,8.0
COc1ccccc1NC(=O)NCCN1CCCCC1,0.5,44,0,11,-8,105,101,-3,0.3
Cn1c(=O)c2sccc2n(Cc2ccc(Br)cc2)c1=O,4.3,45,6,0,-1,101,101,-12,7.5
